# Screens (PubChem)
# APE1 inh: inhibitors of human APE1 endonuclease. P27695. recombinant APE1, TAMRA/BHQ-2 abasic DNA cleavage fluorescence. Potency, µM (series often up to 65.8 µM), for the others: at the highest dose activity change, negative = inhibition, actives largely listed as inhibitors. hit rate 0.35% among 350,000;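 note: potency is the fitted concentration of half-maximal effect; plate controls were vehicle for no effect and reference inhibitor for full effect; nearly all actives have a fitted effect of over 55% in size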
#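 Endonuclease cleavage of a quenched abasic-site DNA duplex (50 nM) by APE1 (0.75 nM) was tracked by TAMRA dequenching. Compounds were preincubated with enzyme 15 min at room temperature; data normalized to buffer-only and DMSO wells plus NSC13755 control.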
# Tb PGK inh: T. brucei PGK inhibition. hit rate 0.043% among 380,000. PGK/GAPDH coupled, Kinase-Glo luminescence, 60 min. Potency, µM (series often up to 57.5 µM), without a hit: top-dose activity change, negative = inhibition, hits mostly inhibitors. P07378. AID 602233; note: potency is the fitted concentration of half-maximal effect; % is set by controls: 0 for no effect and ±100 for the full control effect; nearly all actives have a fitted effect of over 60% in size
#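 Recombinant glycosomal PGK reaction used 1,3-bisphosphoglycerate generated in-well by GAPDH (100nM final) in 100mM TEA pH 7.6, 5mM MgCl2, 0.01% Tween-20. After 60 minutes at room temperature, ATP was read by Kinase-Glo Plus luminescence end-point.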
# POLH inh: DNA polymerase eta (human) inhibition | hit rate 1.2% among 390,000 | Q9Y253 | Potency, µM (doses to about 114 µM), without a hit: at the top dose activity change, negative = inhibition, usual class: inhibitors | recombinant Pol eta, fluorescent DNA replication assay; note: potency is the fitted concentration of half-maximal effect; % is set by controls: 0 for no effect and ±100 for the full control effect
#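 Fluorescent replication assay: 50 nM final substrate added after a 15 min room-temperature compound preincubation with 10 nM enzyme. Signal taken at 0 min and again at 10 min.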
# Pol iota inh: inhibitors of human DNA polymerase iota | AID 588590 | hit rate 1% among 390,000 | Potency, µM (series often up to 115 µM), for the others: top-dose activity, negative = inhibition, most hits filed as inhibitors | Pol iota fluorescent replication assay, 10 min; note: potency is the fitted concentration of half-maximal effect
#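 Fluorescent replication assay read twice, at 0 min and 10 min after adding 50 nM (final) substrate. Enzyme (10 nM) and compounds were first incubated 15 min at room temperature; enzyme-free buffer wells were negative controls.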
# BLM helicase inh: blocks DNA unwinding by human BLM helicase | P54132 | hit rate 0.2% among 350,000 | Potency, µM (series often up to 56.1 µM), without a hit: at the highest dose activity change, negative = inhibition, usual class: inhibitors | recombinant BLM DNA unwinding, fluorescence dequenching;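 note: potency is the fitted concentration of half-maximal effect; plate controls were vehicle for no effect and no enzyme for full effect; nearly all actives have a fitted effect of over 35% in size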
# Anesthetic bind: candidate novel general anesthetic via apoferritin binding. P02791. apoferritin/1-aminoanthracene competitive binding, fluorescence. Potency, µM (top dose mostly 77.5 µM), for the others: at the top dose activity change, negative = displacement, most hits filed as inhibitors. hit rate 0.074% among 350,000; note: potency is the fitted concentration of half-maximal effect; % is set by controls: 0 for no effect and ±100 for the full control effect; nearly all actives have a fitted effect of over 20% in size
# Target sequence (P02791 2-175 limits assumed): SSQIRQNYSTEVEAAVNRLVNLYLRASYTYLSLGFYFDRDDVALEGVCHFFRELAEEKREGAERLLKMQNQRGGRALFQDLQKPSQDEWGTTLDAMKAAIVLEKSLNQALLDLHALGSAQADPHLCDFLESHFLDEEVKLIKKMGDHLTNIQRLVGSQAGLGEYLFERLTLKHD
#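 Horse-spleen apoferritin (10 uM) was mixed with 50% saturated 1-aminoanthracene in PBS, exposed to compounds for 10 min at room temperature, and read for fluorescence (ex 380 nm, em 535 nm). Competitive displacement was fitted with a four-parameter Hill equation.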
# POLK inh: blocks human DNA polymerase kappa activity | hit rate 0.53% among 400,000 | Q9UBT6 | Potency, µM (doses to about 107 µM), without a hit: at the top dose activity, negative = inhibition, actives largely listed as inhibitors | AID 588579 | purified Pol kappa, fluorescent DNA synthesis assay, 10 min; note: potency is the fitted concentration of half-maximal effect; % is set by controls: 0 for no effect and ±100 for the full control effect
#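 Inhibition of 10 nM Pol kappa is measured by a fluorescent read-out at 0 and 10 min following addition of 50 nM substrate (final), with a 15-min room-temperature compound preincubation.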
# POLB inh: blocks human DNA polymerase beta activity; P06746; Potency, µM (doses to about 114 µM), inactives show top-dose activity change, negative = inhibition, usual class: inhibitors; hit rate 1.3% among 340,000; Pol beta primer extension/strand displacement, fluorescence kinetic; note: potency is the fitted concentration of half-maximal effect; % is set by controls: 0 for no effect and ±100 for the full control effect
#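 Enzyme-only controls used 10 nM Pol beta; buffer lacking enzyme served as negative control. Compound preincubated 15 min, then 50 nM substrate added; 0 and 10 min reads at room temperature.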
# RXFP1 antag: antagonists of human relaxin receptor RXFP1 | Q9HBX9 | HEK293-RXFP1, relaxin-stimulated cAMP HTRF, 30 min; stronger effect = lower value | activity change, negative = inhibition, % at 57.5 µM | hit rate 0.59% among 350,000;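 active = activity change of -60% or lower, but not beyond a set lower limit; inconclusive = change between -60% and -40%, or beyond the set limit; inactive = change above -40%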; note: % is set by controls: 0 for no effect and ±100 for the full control effect
# Target sequence (Q9HBX9 whole entry, looked up): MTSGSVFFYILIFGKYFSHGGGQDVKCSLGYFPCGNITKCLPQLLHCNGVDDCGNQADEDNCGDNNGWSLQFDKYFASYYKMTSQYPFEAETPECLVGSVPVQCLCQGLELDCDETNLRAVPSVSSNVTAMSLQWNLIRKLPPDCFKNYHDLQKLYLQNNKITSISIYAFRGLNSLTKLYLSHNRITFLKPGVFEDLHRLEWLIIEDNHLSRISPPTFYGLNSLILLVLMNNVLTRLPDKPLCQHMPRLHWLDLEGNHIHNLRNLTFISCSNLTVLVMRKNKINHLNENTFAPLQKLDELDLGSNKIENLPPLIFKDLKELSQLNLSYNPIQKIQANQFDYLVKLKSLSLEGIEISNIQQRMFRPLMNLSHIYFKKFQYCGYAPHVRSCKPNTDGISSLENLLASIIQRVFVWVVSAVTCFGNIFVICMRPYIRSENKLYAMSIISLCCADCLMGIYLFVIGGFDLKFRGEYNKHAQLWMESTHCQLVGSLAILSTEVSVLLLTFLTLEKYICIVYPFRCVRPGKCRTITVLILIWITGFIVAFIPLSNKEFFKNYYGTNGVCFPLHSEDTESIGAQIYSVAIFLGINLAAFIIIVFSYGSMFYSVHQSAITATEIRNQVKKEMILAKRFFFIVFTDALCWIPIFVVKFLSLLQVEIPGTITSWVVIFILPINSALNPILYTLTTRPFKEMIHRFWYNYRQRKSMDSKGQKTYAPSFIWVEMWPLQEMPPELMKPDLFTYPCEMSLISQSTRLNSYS
# Active calls of the source: *; i = inactive; ? = inconclusive; / = no result given; & = joins results of further samples; ! = not active in a repeat; [ ] = another dose, or the depositor's remark. Unless noted, calls come from the whole dose curve; as a rule, active = well fitted curve in the direction sought with a large enough effect; inconclusive = small, poorly fitted or top-dose-only effect, or another doubt; inactive = no such curve, though single readings can be large; an effect the other way counts as inactive or inconclusive. An excerpt. The share of hits here may be higher or lower than overall.
cpd	SMILES	APE1 inh	Tb PGK inh	POLH inh	Pol iota inh	BLM helicase inh	Anesthetic bind	POLK inh	POLB inh	RXFP1 antag
1	COc1ccc(S(=O)(=O)N2CC3CC(C2)c2cccc(=O)n2C3)cc1 (centres undefined)	-8%	-12%	-13%	143%[activator]	-3%	-2%	-5%	13%	-3
2	O=C(CCN1CC2CCC(CC2)C1)c1cccs1	/	-7%	-2%	15%	/	/	-4%	/	1
3	Cc1cccn2c(=O)c3c(nc12)N1CCCCC1C1(C3)C(=O)N(C)C(=O)N(C)C1=O (centres undefined)	5%	-8%	-23%	26%	-4%	-5%	-4%	24%	-14
4	COc1cc(C=C2C(=O)NC(=O)NC2=O)ccc1O	3%	-7%	11%	-17%	-3%	-8%	6%	1%	7
5	Cc1ccc(N2C(=O)NC(=O)/C(=C\c3ccc([N+](=O)[O-])o3)C2=O)cc1	?	/	/	/	-5%	-20%	/	?	/
6	COc1ccccc1NC(=O)c1oc2ccccc2c1NC(=O)COc1cccc(C)c1	/	i	-8%	30%	-3%	7%	3%	33%	-4
7	COC(=O)C1=C(c2ccc(OC(F)(F)F)cc2)C[C@@H]2CC[C@H]1N2C(=O)N1CCCC1	-5%	9%	-16%	0%	/	/	-11%	/	/
8	COC(=O)C1=C(c2ccccc2)C[C@@H]2CC[C@H]1N2C(=O)N1CCC(C)CC1	/	i	-10%	3%	/	/	16%	/	/
9	CC(Cc1ccccc1)[n+]1cc(/N=C(\N)[O-])on1 (centres undefined)	5%	6%	-1%	?	-1%	-16%	-6%	2%	-1
10	O=C(O)C(O)(c1ccccc1)C1CCCC1 (centres undefined)	6%	2%	-7%	13%	0%	-2%	-2%	2%	0
11	CN(C)CCSC1c2ccccc2CSc2ccccc21 (centres undefined)	/	-3%	-23%	?	/	/	-20%	/	-6
12	CCCCOP(=O)(c1ccc(N(C)C)cc1)C(O)c1ccc(C(C)C)cc1 (centres undefined)	-14%	i	-22%	-20%	-6%	?	7%	7%	-8
13	COc1cc(/C=N/NC(=O)CN2CCCCC2)ccc1OCc1ccccc1	9%	21%	-18%	?	6%	-13%	-15%	7%	7
14	Cc1ccccc1-n1c(/C=C/c2ccc(O)cc2)nc2ccccc2c1=O	/	-7%	-27%	15%	-8%	36%[activator]	0%	-2%	?
15	O=C(Nc1cccc(C(=O)Nc2cc(C(=O)Nc3ccc([S+](=O)([O-])[O-])c4cc([S+](=O)([O-])[O-])cc(SOOO)c34)ccc2F)c1)Nc1cccc(C(=O)Nc2cc(C(=O)Nc3ccc([S+](=O)([O-])[O-])c4cc([S+](=O)([O-])[O-])cc([S+](=O)([O-])[O-])c34)ccc2F)c1	2.8µM*	/	/	/	126%[activator]	1%	0.06µM*	/	/
16	CC1(CCO)C(=O)NC(=S)NC1=O	/	-1%	-9%	1%	/	/	-7%	/	-3
17	CCCCCOc1c(OC)ccc2cc(C(=O)NCc3ccc4c(c3)OCO4)c(=O)[nH]c12	1%	/	/	/	-4%	-23%	-18%[60.1 µM]	/	/
18	C#C[C@]1(O)CCC2C3C(CC[C@@]21C)[C@@]1(C)CC[C@@H](O)CC1=C[C@H]3O (some centres undefined)	-6%	4%	-26%	94%[activator]	/	/	-1%	/	-9
19	CC(=O)N1CC(=O)Nc2ccc(Cl)cc2C1c1ccc(F)cc1 (centres undefined)	10%	15%	-6%	11%	-1%	-5%	-6%	24%	3
20	O=c1c2ccccc2nc(/C=C/c2ccc(O)cc2)n1-c1cccc(O)c1	?	?	56µM*	25µM*	25µM*	12%	?	4µM*	21
21	O=c1c2ccccc2nc(-c2ccccc2)n1-n1cccc1	-2%	3%	4%	0%	0%	-16%	-6%	25%	-7
22	COc1ccc(-n2c(O)c(C(C)=NCC3CCCO3)c(=O)[nH]c2=O)cc1 (centres undefined)	13%	-9%	-20%	151%[activator]	-1%	13%	1%	22%	12
23	COc1ccc(-n2nc(C(F)(F)F)cc2-c2ccc(Cl)cc2)cc1	1%&-6%	/	-9%[57.1 µM]	-10%[58.9 µM]	-10%	/	-6%[60.1 µM]	-3%[57.1 µM]	/
24	O=P(Oc1ccccc1)(N1CCOCC1)N1CCOCC1	/	-3%	10%	41%[activator]	/	/	-14%	/	13
25	O=C(CN1CC=C(c2ccccc2)CC1)NC(=O)NC1CCCCC1	?	i	-8%	36%[activator]	0%	?	-16%	-10%	-11
26	COc1ccc(-n2c(/C=C/c3cccc(F)c3)nc3ccccc3c2=O)cc1Cl	/	-2%	-7%	13%	-3%	-12%	-4%[60.1 µM]	32%	-18
27	Fc1cccc(C2NCc3ccccc3-n3cccc32)c1 (centres undefined)	-2%	i	?	6%	-19%	6%	8%	0%	-3
28	CC1(C)c2[nH]c3ccccc3c2C[C@H]2C(=O)N(Cc3ccccc3F)C(=O)N21	/	2%	-18%	?	/	/	-20%	/	/
29	c1ccc(P(c2ccccc2)c2ccccn2)cc1	-2%	-9%	-18%	163%[activator]	0%	6%	-3%	0%	2
30	Clc1ccc(C2NCCc3[nH]cnc32)cc1 (centres undefined)	14%	5%	-17%	23%	6%	1%	-2%	36%	2
31	CC(=O)OC1C=CC2[C@H]3Cc4ccc(O)c5c4[C@@]2(CCN3C)C1O5 (some centres undefined)	18%	-1%	-9%	41%[activator]	/	/	15%	/	/
32	Cn1c(=O)cc(SCC(=O)N2CCC3(CC2)OCCO3)c2ccc(Cl)cc21	-1%	i	2%	4%	-3%	-13%	-13%	0%	30
33	CC(=O)c1c(O)n(C2CCCCCC2)c(=O)[nH]c1=O	-1%	15%	7%	2%	-2%	-7%	-6%	2%	1
34	CC(=O)N(C1=NCCCS1)c1ccccc1F	2%	-3%	-16%	-6%[58.9 µM]	-3%	-14%	-7%	4%	-12
35	Nc1ccccc1C(=O)OCC(=O)c1ccc2c(c1)OCCO2	4%	0%	-1%	14%	0%	?	10%	1%	-9
36	COCCNC(=O)c1c(NC(=O)c2ccco2)n(Cc2ccccc2)c2nc3ccccc3nc12	-8%	4%	?	?	-7%	252%[activator]	-3%	-24%	13
37	CCn1cc(C=C2C(=O)N(C)C(=O)N(C)C2=O)c2ccccc21	7%	-2%	-6%	6%	2%	-7%	-25%	24%	2
38	O=[N+]([O-])c1ccc(O[C@@H]2O[C@H](CO)[C@@H](O)[C@H](O)[C@H]2F)c([N+](=O)[O-])c1	-5%	/	0%[57.1 µM]	5%[58.9 µM]	/	/	3%[60.1 µM]	5%[57.1 µM]	/
39	Cc1ccccc1-n1c(O)c(/C=C2/C(c3ccccc3)=Nc3ccccc32)c(=O)[nH]c1=O	?	-1%	-11%	-13%	-6%	-25%	-11%	39%	4
40	COC(=O)C(O)(c1c[nH]c2ccccc12)C(F)(F)F (centres undefined)	3%	3%	-14%	15%	-2%	?	-1%	0%	5
41	CN(CCc1ccccc1)Cc1ccccc1[N+](=O)[O-]	-2%	0%	-19%	8%	-2%	?	-4%	-18%	-14
42	COc1ccccc1OCCCn1cc(C(=O)c2ccco2)c2ccccc21	-9%	-5%	-12%	-10%	-9%	?	-5%	-17%	-6
43	COc1ccc(CCC(=O)N2C[C@H]3C[C@@H](C2)c2cccc(=O)n2C3)cc1	3%	-9%	-3%	25%	1%	-14%	12%	-3%	/
44	COC(=O)C1=C(c2ccc(OC)c(OC)c2)C[C@@H]2CC[C@H]1N2C(=O)NCCO	-3%	3%	-15%	-5%	/	/	2%	/	/
45	COC1=C[C@@H]2[C@@H]3Cc4ccc(OC)c(O)c4[C@]2(CCN3C)CC1=O	-4%	8%	-3%	1%	3%	1%	-18%	/	/
46	O=c1[nH]c(CN2CC=C(c3ccccc3)CC2)nc2scc(-c3cccs3)c12	24%	10%	-11%	-2%	-11%	-11%	-9%	2%	-3
47	CN=C(NC#N)NCCSCc1nc[nH]c1C	-7%&1%&1%&4%&2%&5%&-7%	-3%	6%	-16%	0%&3%&4%&-2%&0%	4%&-2%	28µM*!	-3%[57.1 µM]	-3
48	COc1ccc(-n2c(Cc3cccc([N+](=O)[O-])c3)nc3ccccc3c2=O)cc1	4%	-6%	-12%	?	-1%	-6%	-15%	-3%	2
49	O=c1[nH]c(=O)n(-c2cccc3ccccc23)c(O)c1C=NCc1ccc2c(c1)OCO2	-4%	-1%	-9%	-1%	1%	-10%	3%	-4%	-5
50	CCCCCn1c(=O)c(C(=O)Nc2ccccn2)c(O)c2ccccc21	-8%	i	-20%	?	-20%	-8%	-6%	-28%	1
51	Cc1ccc(C)c(CN2CCC(n3nnc4cc(F)ccc43)CC2)c1	-1%	/	-6%	17%	-1%	-5%	-10%	6%	-5
52	COc1ccc(NC(=O)CN2C(=O)C(C)N=C(c3ccccc3)c3ccccc32)cc1OC (centres undefined)	/	-9%	-16%	11%	-1%	-23%	-4%	8%	-11
53	c1ccc(NC2=NCCCS2)cc1	33%	-16%	-12%	19%	-2%	-14%	14%	9%	0
54	Cn1c(O)c(C=Nc2ccc(Cl)cc2)c(=O)n(C)c1=O	-4%	11%	8%	35%[activator]	-1%	-9%	-1%	37%	-4
55	O=C(CSc1nnc(NC(=O)c2cccc(F)c2)s1)NCc1ccco1	21%	3%	-15%	62%[activator]	-3%	2%	-10%	7%	-1

# Single records, from the list above. Values in the order: APE1 inh, Tb PGK inh, POLH inh, Pol iota inh, BLM helicase inh, Anesthetic bind, POLK inh, POLB inh, RXFP1 antag
# O=C(CSc1nnc(NC(=O)c2cccc(F)c2)s1)NCc1ccco1 in the list: 21%, 3%, -15%, 62%[activator], -3%, 2%, -10%, 7%, -1
# Cc1ccc(C)c(CN2CCC(n3nnc4cc(F)ccc43)CC2)c1 in the list: -1%, /, -6%, 17%, -1%, -5%, -10%, 6%, -5
# Cn1c(O)c(C=Nc2ccc(Cl)cc2)c(=O)n(C)c1=O in the list: -4%, 11%, 8%, 35%[activator], -1%, -9%, -1%, 37%, -4
# COc1ccc(NC(=O)CN2C(=O)C(C)N=C(c3ccccc3)c3ccccc32)cc1OC (centres undefined) in the list: /, -9%, -16%, 11%, -1%, -23%, -4%, 8%, -11
